Screens as filed in PubChem.
PP1 counter = counter-screen for PP5 inhibitors: inhibitors of human PP1-alpha; purified PP1alpha, OMFP fluorescence; inhibition, % at 6.7 µM; actives 0.9% (n = 320,000); AID 2235;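 active means inhibition above the mean inhibition of all tested compounds plus 3 SD, computed separately for each screening campaign, cut at about 15% in these data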
TPT1 inh = blocks Candida albicans tRNA 2'-phosphotransferase. recombinant caTPT1, FP RNA substrate dephosphorylation. inhibition, % at 5 µM. actives 0.81% (n = 300,000). AID 1962;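 active means inhibition above the mean of all tested compounds plus 3 SD, set per screening campaign, cut at about 24% in these data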;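 further: plate controls were DMSO alone for no effect and ferristatin control at 100 nM for full effect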
HCV core dimer = HCV core protein dimerization inhibition; actives 0.33% (n = 300,000); inhibition, % at 5 µM; AID 1899; TR-FRET GST/Flag-core106 dimerization, 1536-well;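 active means inhibition above the mean of all tested compounds plus 3 SD, set per screening campaign, cut at about 45% in these data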
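Assay system: Tagged HCV core106 pair (GST and Flag) | Buffer or medium: KF-containing HEPES buffer, pH 7.45, DTT, CHAPS, BSA | Also added: Eu donor and XL665 acceptor anti-tag antibodies | Dosing: One concentration, 5 µM, in 0.5% DMSO | Timing: 4 h at 22.5 °C | Technique: TR-FRET 671 and 617 nm emission | Repeats: Singlicate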
CTSL1 counter = blocks F. hepatica cathepsin L1 in PFM18AAP counter-screen; recombinant F. hepatica cathepsin L1, Z-Leu-Arg-MCA fluorescence; inhibition, % at 5.96 µM; actives 0.49% (n = 300,000);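 active means inhibition above the mean of all tested compounds plus 3 SD, set per screening campaign, cut at about 17% in these data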;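 further: 0% = plate median of test compound wells and 100% = 1 µM Z-Phe-Ala-diazomethylketone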
AHR act = activates the human aryl hydrocarbon receptor. P35869. AHR-responsive luciferase reporter cells, luminescence. activation, % at 5 µM. actives 2.5% (n = 320,000). AID 2796; in the data active means activation above about 47%;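 further: 0% = vehicle wells and 100% = reference agonist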
Target sequence (P35869 whole entry, looked up): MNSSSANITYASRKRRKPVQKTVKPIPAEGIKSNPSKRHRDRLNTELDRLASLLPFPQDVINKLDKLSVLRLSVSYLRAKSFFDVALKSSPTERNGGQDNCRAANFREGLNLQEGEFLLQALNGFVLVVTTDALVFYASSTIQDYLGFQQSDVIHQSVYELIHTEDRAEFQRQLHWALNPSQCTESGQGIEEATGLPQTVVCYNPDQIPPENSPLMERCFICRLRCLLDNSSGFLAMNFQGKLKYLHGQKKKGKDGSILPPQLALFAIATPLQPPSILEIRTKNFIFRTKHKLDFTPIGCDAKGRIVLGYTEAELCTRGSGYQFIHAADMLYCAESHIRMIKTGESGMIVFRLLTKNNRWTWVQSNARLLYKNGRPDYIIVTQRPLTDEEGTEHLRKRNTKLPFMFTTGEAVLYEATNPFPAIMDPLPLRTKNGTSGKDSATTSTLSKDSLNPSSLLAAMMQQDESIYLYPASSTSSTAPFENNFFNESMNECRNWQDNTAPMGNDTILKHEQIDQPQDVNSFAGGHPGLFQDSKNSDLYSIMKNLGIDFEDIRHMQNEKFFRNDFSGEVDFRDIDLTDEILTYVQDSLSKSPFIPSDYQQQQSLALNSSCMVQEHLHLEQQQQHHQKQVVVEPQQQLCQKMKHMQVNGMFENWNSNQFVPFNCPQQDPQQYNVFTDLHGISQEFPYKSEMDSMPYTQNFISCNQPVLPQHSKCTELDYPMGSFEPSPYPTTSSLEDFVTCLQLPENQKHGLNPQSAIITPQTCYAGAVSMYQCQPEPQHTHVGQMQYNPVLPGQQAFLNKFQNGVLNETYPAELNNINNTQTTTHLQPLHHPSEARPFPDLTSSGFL
PAFAH2 inh = PAFAH2 (human) inhibition; Q99487; recombinant PAFAH2, FP-rhodamine activity probe, fluorescence polarization; inhibition, % at 3.39 µM; actives 0.99% (n = 340,000); AID 492956;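 active means inhibition above the mean over all tested compounds plus 3 SD, cut at about 30% in these data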;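 further: inhibitors block probe labeling of enzyme so polarization drops; 0% = enzyme with DMSO and 100% = wells lacking PAFAH2 protein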
proCasp7 act = activates human procaspase-7, counter-screen for procaspase-3 activators; P55210; recombinant procaspase-7, Ac-DEVD-pNA absorbance 405 nm; D23A/D198A/D206A triple mutant, cannot self-cleave; scale: DMSO 0, 5 µM enzyme 100; activation, % at 8.5 µM; actives 0.093% (n = 330,000); AID 463210;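 active means percent activation above the screen-wide mean plus 3 SD, cut at about 25% in these data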
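Material: Procaspase-7 triple mutant (PC-7 D3A) | Quantity: 2 µM procaspase-7 mutant as dispensed | Reagent: DEVD-pNA substrate | Times: 1 h preincubation, 2 h reaction | Technique: 405 nm absorbance of p-nitroaniline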
PP5 primary = inhibitors of human protein phosphatase 5 (PP5). purified PP5c, OMFP substrate fluorescence. actives 0.18% (n = 320,000). inhibition, % at 6.7 µM. P53041;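 active means inhibition above the campaign's mean inhibition across all tested compounds plus 3 SD, cut at about 9.5% in these data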;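 further: 0% = DMSO only and 100% = 100 µM cantharidin control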
proCasp3 act = activators of human procaspase-3; P42574; activation, % at 8.5 µM; actives 0.11% (n = 330,000); recombinant procaspase-3 D3A, Ac-DEVD-pNA absorbance 405 nm;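 active means activation above the mean of all tested compounds plus 3 SD, cut at about 21% in these data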;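 further: 0% = DMSO alone and 100% = DMSO wells spiked with extra 5 µM PC-3 D3A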
Target sequence (P42574 whole entry D9A/D28A/D175A): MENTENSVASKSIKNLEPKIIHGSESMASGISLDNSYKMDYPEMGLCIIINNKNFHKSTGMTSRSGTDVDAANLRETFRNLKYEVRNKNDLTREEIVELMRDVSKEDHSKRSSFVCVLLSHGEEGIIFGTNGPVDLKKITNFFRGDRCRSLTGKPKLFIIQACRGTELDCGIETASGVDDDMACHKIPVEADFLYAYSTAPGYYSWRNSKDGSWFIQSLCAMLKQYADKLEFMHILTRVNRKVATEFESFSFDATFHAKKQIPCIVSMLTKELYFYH
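assay system = Procaspase-3 D3A mutant | signal = absorbance at 405 nm, 0 and 120 min | times = 1 h preincubation plus 2 h reaction at 25 °C | repeats = single replicate | read-out = % activation between DMSO and enzyme-spiked controls | medium = Zinc-free HEPES saline buffer with Triton X-100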
An asterisk follows results filed as active; nt = not tested or not shown.

Preview, 8 compounds:
1: Cn1cncc1C#Cc1c(C=O)n(C)c2ccccc12
2: O=C(NC(=S)Nc1cccc2ncccc12)c1ccco1
3: CNC(=O)c1nn(-c2ccc(C)cc2)ccc1=O
4: CCCCc1nc2cc(C(=O)NCc3cc(C)n(C)n3)ccc2o1
5: O=C1CC(C(=O)Nc2cccc(F)c2)n2ncnc2N1 (configuration not stated)
6: O=S(=O)(CCN(CCS(=O)(=O)C(F)(F)F)CC1CCCO1)C(F)(F)F (configuration not stated)
7: CCCCn1c(N)c(N(CC(C)C)C(=O)C2CCN(S(=O)(=O)c3ccc(C)cc3)CC2)c(=O)[nH]c1=O
8: O=C(NCc1nc2ccccc2[nH]1)c1cc2ccccc2oc1=O
assay / compound	1	2	3	4	5	6	7	8
PP1 counter	0	-3	-2	-5	0	-3	2	-2
TPT1 inh	nt	-3	-4	-3	3	-1	-2	-5
HCV core dimer	nt	1	-3	-1	4	1	1	1
CTSL1 counter	nt	-1	-4	0	-3	-2	3	-2
AHR act	114*	-3	12	6	-1	15	-1	-6
PAFAH2 inh	8	5	-2	1	3	3	1	-5
proCasp7 act	-22	-12	6	8	2	5	2	3
PP5 primary	-2.4	0.5	0.2	-0.3	0.5	-0.6	-0.1	2.2
proCasp3 act	-37	-14	5	2	-10	4	-4	-2

The list itself, from the start:
1: Cn1cncc1C#Cc1c(C=O)n(C)c2ccccc12
2: O=C(NC(=S)Nc1cccc2ncccc12)c1ccco1
3: CNC(=O)c1nn(-c2ccc(C)cc2)ccc1=O
4: CCCCc1nc2cc(C(=O)NCc3cc(C)n(C)n3)ccc2o1
5: O=C1CC(C(=O)Nc2cccc(F)c2)n2ncnc2N1 (configuration not stated)
6: O=S(=O)(CCN(CCS(=O)(=O)C(F)(F)F)CC1CCCO1)C(F)(F)F (configuration not stated)
7: CCCCn1c(N)c(N(CC(C)C)C(=O)C2CCN(S(=O)(=O)c3ccc(C)cc3)CC2)c(=O)[nH]c1=O
8: O=C(NCc1nc2ccccc2[nH]1)c1cc2ccccc2oc1=O
9: Cc1cccc(C(=O)NCC(=O)N2CCN(S(=O)(=O)c3ccccc3)CC2)c1
10: COC(=O)c1ccc(NC(=O)c2ccc(C)cc2)o1
assay / compound	1	2	3	4	5	6	7	8	9	10
PP1 counter	0	-3	-2	-5	0	-3	2	-2	-5	-4
TPT1 inh	nt	-3	-4	-3	3	-1	-2	-5	0	-7
HCV core dimer	nt	1	-3	-1	4	1	1	1	-2	-5
CTSL1 counter	nt	-1	-4	0	-3	-2	3	-2	0	-2
AHR act	114*	-3	12	6	-1	15	-1	-6	0	6
PAFAH2 inh	8	5	-2	1	3	3	1	-5	9	5
proCasp7 act	-22	-12	6	8	2	5	2	3	1	5
PP5 primary	-2.4	0.5	0.2	-0.3	0.5	-0.6	-0.1	2.2	3.4	1.9
proCasp3 act	-37	-14	5	2	-10	4	-4	-2	5	-5

11: O=C(Cn1nnc(-c2ccccc2-n2cnnn2)n1)N1CCCCC1
12: O=C(NCc1ccccc1)C1=C[C@@H](c2csc3ccccc23)C[C@@H](OCCCCO)O1
13: CC1CCCC(NC(=O)COC(=O)/C=C/c2ccc3c(c2)OCO3)C1C (configuration not stated)
14: O=C(NC1CCCc2ccccc21)c1cccc(Br)c1 (configuration not stated)
15: COc1cccc(Cn2c(=O)ccc3ccccc32)c1
16: O=C(CC(C(=O)N1CCc2ccccc21)n1ccnc1)NCC1CCCO1 (configuration not stated)
17: CCn1c(SCC(=O)NC2CC2)nnc1-c1ccncc1
18: CCCC(=O)c1c[nH]c(C(=O)NCc2ccco2)c1
19: COc1ccccc1N(CC(=O)NCCSCc1ccc(C)cc1)S(=O)(=O)c1ccccc1
20: CC(=O)NC(C)C(=O)OCC(=O)c1ccc(Cl)s1 (configuration not stated)
assay / compound	11	12	13	14	15	16	17	18	19	20
PP1 counter	-4	7	-2	5	-5	-3	-1	-1	4	-1
TPT1 inh	2	2	1	4	0	-4	-3	4	3	0
HCV core dimer	-2	5	-3	0	-2	-3	5	-5	-3	9
CTSL1 counter	14	1	-2	-2	0	1	-4	-2	4	-7
AHR act	0	2	0	12	2	3	-1	17	1	0
PAFAH2 inh	-2	nt	82*	8	2	2	-7	-1	1	7
proCasp7 act	-1	7	0	-8	-6	-4	9	2	-7	-2
PP5 primary	1.4	5.3	3.0	5.2	-0.2	-2.4	2.7	-2.3	0.6	3.0
proCasp3 act	0	4	-8	-1	-3	12	0	1	-6	2

21: Cc1ccc(S(=O)(=O)NC2CCCCCC2)cc1
22: O=C(NCCS(=O)(=O)c1ccc(Br)cc1)c1c(F)cccc1F
23: COc1ccc(S(=O)(=O)NC(CC(C)C)C(=O)NC(C)c2cccs2)cc1 (configuration not stated)
24: CCCCc1nc(NCc2ccccc2)c(C#N)c2c1COC(C)(C)C2
25: CCN1CCN(c2nc3c(C)cccn3c(=O)c2/C=C(\C#N)C(=O)NC)CC1
26: COc1cc(NC(=O)CCCc2c[nH]c3ccccc23)cc(OC)c1
27: c1ccc(-c2cc3c(-n4cccc4)ncnc3o2)cc1
28: CC1=CCC2C(=O)N(c3ccc(N4CCOCC4)cc3)C(=O)C2C1 (configuration not stated)
29: CCC(=O)N1CCN(c2ccccc2NC(=O)COc2cccc(C)c2)CC1
30: O=C(CN1CCN(S(=O)(=O)c2ccc(Br)cc2)CC1)Nc1ccc2c(c1)OCCO2
assay / compound	21	22	23	24	25	26	27	28	29	30
PP1 counter	nt	-4	1	0	-2	-5	0	-3	-3	-2
TPT1 inh	nt	3	nt	1	0	0	-2	-1	4	-1
HCV core dimer	nt	-2	nt	-3	0	4	6	2	6	10
CTSL1 counter	nt	-1	nt	0	1	-3	4	2	0	0
AHR act	0	0	2	3	1	6	86*	-1	4	6
PAFAH2 inh	9	-6	8	12	7	1	-1	4	6	-4
proCasp7 act	6	2	-11	5	-1	-3	-3	-3	3	1
PP5 primary	nt	4.1	4.3	3.1	0.0	3.5	2.3	-1.2	1.6	4.2
proCasp3 act	4	3	1	7	-1	-2	-4	-6	-2	-2

Part of the list above, with values under each structure:
Values run as follows: PP1 counter, TPT1 inh, HCV core dimer, CTSL1 counter, AHR act, PAFAH2 inh, proCasp7 act, PP5 primary, proCasp3 act
(22) O=C(NCCS(=O)(=O)c1ccc(Br)cc1)c1c(F)cccc1F
    -4, 3, -2, -1, 0, -6, 2, 4.1, 3
(30) O=C(CN1CCN(S(=O)(=O)c2ccc(Br)cc2)CC1)Nc1ccc2c(c1)OCCO2
    -2, -1, 10, 0, 6, -4, 1, 4.2, -2

(continued)
31: COc1ccc2nc(NC(=O)CN3C(=O)NC4(CCCC4)C3=O)sc2c1
32: O=c1[nH]c(SCc2ccc(F)cc2)nc2c1cnn2-c1ccc(F)cc1
33: COc1ccc(C(C)=O)cc1COc1ccc([N+](=O)[O-])c(C)c1
34: CC(C)(C)C(=O)Nc1cccc(-c2nc3ccccc3c(=O)o2)c1
35: Cc1[nH]n(-c2ccc([N+](=O)[O-])cc2)c(=O)c1C=NCC1CCCO1 (configuration not stated)
36: Cc1c(Cl)cccc1Nc1ccccc1C(=O)O
37: Cc1cccc(NC(=O)NNC(=O)COc2ccc(Cl)cc2)c1
38: Cc1c(Br)c([N+](=O)[O-])nn1CC(=O)Nc1sc2c(c1C(=O)OC(C)C)CCCC2
39: Cc1ccc2c(CN3CCN(Cc4ccccc4)CC3)cc(=O)oc2c1C
40: CCCCc1cc(=O)oc2cc(C)cc(OCC(=O)NC(Cc3ccc(Cl)cc3)C(=O)O)c12 (configuration not stated)
assay / compound	31	32	33	34	35	36	37	38	39	40
PP1 counter	-4	8	-1	-2	-1	5	-1	-1	-3	7
TPT1 inh	1	-3	0	-4	-1	0	2	1	-1	-8
HCV core dimer	1	25	-3	9	-5	21	0	12	9	4
CTSL1 counter	2	-1	8	4	4	6	1	-3	0	2
AHR act	6	23	21	-2	30	-3	3	1	3	1
PAFAH2 inh	3	5	6	27	nt	3	-2	-7	3	-1
proCasp7 act	1	3	-3	-6	-2	-4	7	-5	11	-3
PP5 primary	-2.6	0.8	5.8	2.9	0.2	-0.5	3.7	3.0	-1.3	5.2
proCasp3 act	2	11	5	2	5	-3	3	1	0	-1

41: CC(C)c1ccc2nc3sc(C(=O)N4CCc5ccccc5C4)c(N)c3cc2c1
42: COc1ccc(C(=O)CNc2ccccc2C#N)cc1
43: O=C1[C@@H]2[C@@H]3C[C@@H]([C@H]4ON=C(c5ccc(Cl)cc5)[C@@H]34)[C@@H]2C(=O)N1C1CCCCC1
44: Cc1cc(C)n2nc(CCCCc3nc4nc(C)cc(C)n4n3)nc2n1
45: N#Cc1cc(-c2ccccc2)nc(Oc2ccccc2)n1
46: CCn1c(SCC(=O)Nc2ccc(C(C)=O)cc2)nc2nc3c(cc2c1=O)CCCC3
47: CC(C)(OC(=O)c1ccc(C(F)(F)F)cc1)c1cc2ccccc2c(=O)o1
48: COCCCNC(=O)Cn1nc(-c2ccccc2OC)ccc1=O
49: CCOc1ccc2[nH]c(=O)c(C(c3nnnn3CC3CCCO3)N3CCc4ccccc4C3)cc2c1 (configuration not stated)
50: Cc1nnnn1CC(=O)Nc1cccc([N+](=O)[O-])c1
assay / compound	41	42	43	44	45	46	47	48	49	50
PP1 counter	0	-2	-3	-1	1	-6	2	-2	7	0
TPT1 inh	17	2	0	8	-3	-1	nt	-2	-1	-2
HCV core dimer	15	-134	4	1	-3	6	nt	1	2	-19
CTSL1 counter	1	0	6	-2	3	2	nt	-2	0	2
AHR act	27	6	0	1	8	0	3	-1	6	7
PAFAH2 inh	11	0	13	nt	-2	-1	-7	7	-2	5
proCasp7 act	-15	-3	0	0	0	9	0	7	-2	-4
PP5 primary	1.0	-0.8	2.4	-3.9	3.4	-2.3	2.4	1.4	3.2	0.2
proCasp3 act	-9	0	1	3	1	-6	8	-5	-2	-2

51: CCN(CC)S(=O)(=O)c1ccc2c(c1)nc(SCc1nc3ccsc3c(=O)[nH]1)n2CC
52: COc1ccc(NC(=O)NCc2ccccn2)c(OC)c1
53: COCCCNC(=O)c1cc(S(=O)(=O)N2CCOCC2)ccc1SCc1cccc(OC)c1OC
54: O=C(CSCc1ccccc1)NNC(=S)Nc1cccc(Cl)c1Cl
55: C=CCN(c1ccccc1)S(=O)(=O)c1cccc(C(=O)NCC2CCCO2)c1 (configuration not stated)
56: COCc1nnc(NC(=O)CSc2ccccc2)s1
57: COc1ccc(Cl)cc1CN1CCOCC1
58: CC(C)(C)c1ccc(CNc2ccc([N+](=O)[O-])cn2)cc1
assay / compound	51	52	53	54	55	56	57	58
PP1 counter	-1	-3	-4	5	-1	2	-2	5
TPT1 inh	2	-2	0	2	1	-7	0	1
HCV core dimer	10	0	3	10	5	-4	7	-3
CTSL1 counter	-1	2	-3	-3	1	-1	2	2
AHR act	0	5	2	3	0	8	-1	4
PAFAH2 inh	5	2	5	29	4	-1	2	0
proCasp7 act	-2	-2	1	-4	1	2	4	5
PP5 primary	1.4	-0.1	3.0	7.5	2.2	1.1	5.5	6.1
proCasp3 act	3	9	1	-2	4	13	-6	-6
